# IL1B secr inh – qHTS for Inhibitors of Inflammasome Signaling: IL-1-beta AlphaLISA Primary Screen | activity change, % at 57.5 µM | THP-1 LPS/ATP IL-1B secretion, AlphaLISA, 16 h; active compounds read low | 4.7% of 360,000 active | AID 743279, 2014; in the data active = activity change below about -50%; inconclusive = mostly about -30% to -49%; also: % is scaled to controls: 0 for no effect and ±100 for the full control effect
#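 THP-1 cells pretreated 1 hr with compounds (up to 57.5 uM final), then stimulated with LPS (250 ng/mL final) plus ATP (1.25 mM final); secreted IL-1B measured by AlphaLISA after 16 hr, decreased signal indicating inhibition.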
# KB-3-1 cytotox – qHTS assay for MDR1-selective chemotherapeutics: Primary screen using the parental adenocarcinoma cell KB-3-1; KB-3-1 viability, CellTiter-Glo ATP luminescence, 72 h; Potency, µM (series often up to 46.1 µM), for the others: at the top dose activity change, negative = cytotoxic, hits mostly cytotoxic; 1.4% of 400,000 active; AID 1347075, 2019; also: potency is read from the fitted curve at half-maximal effect; % is scaled to controls: 0 for no effect and ±100 for the full control effect; nearly all actives have a fitted effect of over 60% in size
#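 Viability of parental KB-3-1 cells, measured by CellTiter-Glo luminescence, followed a 72 h incubation at 37 °C with pinned compounds in phenol-red-free DMEM containing 10% FBS.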
# MCF10A rerep – A quantitative high throughput screen for small molecules that induce DNA re-replication in MCF 10a normal breast cells. AID 624296, 2012. MCF 10A DNA re-replication, Hoechst nuclear intensity, 48 h. Potency, µM (series often up to 46.1 µM), without a hit: at the top dose activity, positive = re-replication, hits mostly activators. 2.9% of 350,000 active; also: potency is read from the fitted curve at half-maximal effect; % of control where 0% means no effect; nearly all actives have a fitted effect of over 50% in size
# HT1080 IDH1KD tx – qHTS for induction of synthetic lethality in tumor cells producing 2HG: qHTS for the HT-1080-IDH1KD cell line | HT-1080 IDH1 knockdown viability, ATP luminescence, 48 h | Potency, µM (top dose mostly 46.1 µM), for the others: at the highest dose activity, negative = toxicity, most hits filed as cytotoxic | 2% of 360,000 active;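 also: potency is read from the fitted curve at half-maximal effect; 0% = DMSO wells and -100% = cell-free medium wells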
#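 Cytotoxicity counter-line: IDH1KD HT-1080, 48 h, CellTiter-Glo. Curves classed by r2, magnitude and activity.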
# S2 tox – Viability Counterscreen for Primary qHTS for Inhibitors of ATXN expression | Potency, µM (series often up to 56.7 µM), most hits filed as cytotoxic | S2 cells (HEK-293 line with an ATXN2-luciferase reporter) viability, CellTiter-Fluor protease fluorescence, 24 h | 0.49% of 400,000 active; also: potency is read from the fitted curve at half-maximal effect; nearly all actives have a fitted effect of over 40% in size
# KB-V1 cytotox – qHTS assay for MDR1-selective chemotherapeutics: Primary screen using the drug-selected MDR subline cells KB-V1; KB-V1 MDR cells viability, CellTiter-Glo, 72 h; Potency, µM (series often up to 46.1 µM), for inactives: top-dose activity change, negative = cytotoxicity, most hits filed as cytotoxic; 3.4% of 400,000 active; AID 1347076, 2019; also: potency is read from the fitted curve at half-maximal effect; % is scaled to controls: 0 for no effect and ±100 for the full control effect; nearly all actives have a fitted effect of over 60% in size
#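 qHTS viability screen in drug-selected KB-V1 MDR cells: 72 h compound treatment at 37 degrees C, ATP luminescence end point.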
# SW480 rerep – A quantitative high throughput screen for small molecules that induce DNA re-replication in SW480 colon adenocarcinoma cells; SW480 DNA re-replication, Hoechst DNA content imaging, 48 h; Potency, µM (titrated, usually from 46.1 µM), inactives show top-dose re-replication activation, usual class: activators; 1.8% of 340,000 active; also: potency is read from the fitted curve at half-maximal effect; % of control where 0% means no effect; nearly all actives have a fitted effect of over 55% in size
#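 First, 250 cells per well were seeded. Next, compound or vehicle (23 nL) was pinned in, plates sat 48 hr at 37 C. Finally Hoechst was added for 40 min before fluorescence scanning.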
# HT1080NT lethal – qHTS for induction of synthetic lethality in tumor cells producing 2HG: qHTS for the HT-1080-NT fibrosarcoma cell line. AID 686970, 2013. Potency, µM (highest dose often 46.1 µM), without a hit: at the highest dose activity, negative = less viability, usual class: cytotoxic. HT-1080-NT fibrosarcoma viability, CellTiter-Glo ATP luminescence, 48 h. 1.6% of 360,000 active;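 also: NT is the 2HG producing partner of a matched IDH1 knockdown line; potency is read from the fitted curve at half-maximal effect; 0% = DMSO-treated cells and -100% = media-only wells without cells; nearly all actives have a fitted effect of over 55% in size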
#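 Viability by CellTiter-Glo luminescence after 48 h compound exposure at 37C of HT-1080-NT cells (750/well, RPMI, 5% FBS). % activity scaled between DMSO wells and medium-only wells, then curve-fitted and categorized by curve class.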
# ATXN2 expr inh – Primary qHTS for Inhibitors of ATXN expression; 0.72% of 360,000 active; Potency, µM (highest dose often 57 µM), for inactives: top-dose activity change, negative = inhibition, usual class: inhibitors; AID 1745845, 2022; HEK-293 ATXN2-luciferase reporter, luminescence, 24 h; also: potency is read from the fitted curve at half-maximal effect; % is scaled to controls: 0 for no effect and ±100 for the full control effect; nearly all actives have a fitted effect of over 55% in size
#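 ATXN2-luciferase reporter cells (luciferase flanked by upstream and downstream ATXN2 gene portions) were treated 24 h at 37 °C with compounds at up to 57 uM. SteadyGlo luminescence gave expression; GF-AFC fluorescence gave viability.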
# * marks the source's active call; other numbers are inactive results; i = inactive; ? = inconclusive; . = not tested or not shown; & = joins results of further samples; [ ] = another dose, or the depositor's remark. Unless noted, calls follow the shape of the dose curve; as a rule, active = well fitted curve in the direction sought with a large enough effect; inconclusive = small, poorly fitted or top-dose-only effect, or another doubt; inactive = no such curve, though single readings can be large; an effect the other way counts as inactive or inconclusive.
SMILES,IL1B secr inh,KB-3-1 cytotox,MCF10A rerep,HT1080 IDH1KD tx,S2 tox,KB-V1 cytotox,SW480 rerep,HT1080NT lethal,ATXN2 expr inh
COCCCNC(=O)CCCCn1c(=O)c2ccccc2n(CC(=O)Nc2ccc(C)cc2C)c1=O,.,-6.0%,.,.,i,-12.6%,.,.,3.8%
CN(C)S(=O)(=O)Oc1cccc(C(=O)Nc2ccccc2Cl)c1,-22.7,-1.0%,-1.6%,-10.3%,i,-15.1%,-12.3%,0.6%,37.3%[activator]
COc1ccc(CNC(=O)CCSCc2ccc(C)cc2)cc1,-3.7,-1.3%,1.1%,-1.0%,i,1.6%,6.0%,9.3%,-12.6%
Cc1ccc(NC(=O)CSc2ccccn2)cc1S(=O)(=O)N1CCOCC1,24.8,?,24.6%,-1.2%,i,?,-3.5%,3.4%,-3.7%
C=CCN1N=C(/C=C/c2ccc(C)cc2)CCC1=O,-19.1,?,-62.6%[inhibitor],-2.9%,i,?,90.2%,-1.6%,82.7%[activator]
COc1ccc(-c2cc3nc(C)c(CCC(=O)Nc4ccc(F)cc4F)c(C)n3n2)c(OC)c1,.,-27.7%,.,.,i,0.6%,.,.,1.1%
CCc1ccc2nc(NC(=O)CN3C(=O)NC4(CCCC4)C3=O)sc2c1,-16.5,-0.2%,14.1%,-17.2%,i,2.9%,18.7%,-12.9%,38.0%[activator]
CC1Cc2ccccc2N1C(=O)CSc1nnc(NC(=O)Cc2cccs2)s1 (stereo unspecified),29.7,11.3%,26.0%,3.4%,i,-7.9%,4.4%,-2.1%,-0.6%
CCCn1c(SCC(=O)c2ccc3c(c2)NC(=O)CO3)nc2ccccc21,29.8,1.9%,?,-17.7%,i,-30.6%,-0.1%,?,-7.1%
O=C(CSc1nc(=O)n(CCCN2CCOCC2)c2c1CCCC2)Nc1ccc(F)cc1F,0.7,-4.4%,2.2%,8.5%,i,4.7%,-3.5%,-0.4%,-1.0%
COc1cc(/C=C2/C(=O)NN(c3ccc(Cl)cc3)C2=O)cc(Br)c1O,33.4,7.3%,7.6%,-10.4%,i,?,-6.8%,-0.2%,-31.0%
CN(C(=O)Cn1cc(C#N)c2ccccc21)c1ccccc1,9.1,6.9%,-2.4%,5.7%,i,-25.2%,0.8%,-2.1%,-10.7%
O=C(N/N=C/c1cccnc1)c1cccs1,-13.6,?,1.6%,-0.2%,i,9.3%,-5.4%,6.0%,37.7%
CC(C)=CCC/C(C)=C/CNC(=O)CC1C[C@H](C(=O)N2CCCCC2)[C@@]2(C)c3[nH]c4ccccc4c3CCN2C1=O (stereo partly specified),62.3,0.0%,?,2.8%,i,-1.4%,-51.0%[inhibitor],-2.4%,-7.1%
CC(NS(=O)(=O)c1ccc(Br)cc1)C(=O)NC1CCCCCC1 (stereo unspecified),11.6,.,1.5%,8.6%,i,.,2.6%,3.6%,1.3%
CSc1nsc(SCc2ccc(F)cc2)n1,0.0,18.5%,-1.6%,15.9%,i,?,-1.2%,17.0%,21.1%
O=C(O)c1ccc(N/N=C/c2ccc3ncccc3c2)cc1,-19.9,17.0%,-0.9%,19.3%,i,?,-0.6%,10.8%,?
C(=N\Nc1nc(-c2ccccc2)cs1)/c1ccco1,-21.3,-0.4%,10.2%,-14.2%,i,?,.,-12.7%,90.5%[activator]
O=C(O)c1ccccc1OCCOc1ccccc1,7.2,-1.8%,1.0%,20.4%,i,8.7%,-9.1%,13.6%,14.6%
CC[C@H](C)C(C(=O)N1CCN(C(=O)OC(C)(C)C)CC1)n1cc(C(CC(C)C)NC(=O)OC(C)(C)C)nn1 (stereo partly specified),-4.4,11.3%,1.4%,5.1%,i,-7.6%,0.3%,6.7%,5.8%
O=C(O)CCCN1C(=O)C2C3CC(C2C1=O)C1C(c2ccccc2)c2sc(=O)n(-c4ccccc4)c2SC31 (stereo unspecified),31.9,0.3%,-7.8%,-3.0%,i,-10.2%,-6.0%,-10.9%,-1.1%
C/C=C(/C)C(=O)Nc1cccc(C2=NOC3(C2)C[C@H](C(N)=O)N(C(=O)c2ccc(Cl)cc2)C3)c1 (stereo partly specified),-7.4,16.5%,0.4%,?,i,16.7%,1.8%,11.7%,6.1%
O=C1CN(C(=O)c2ccccc2)C(c2ccc(F)cc2)c2cc(Br)ccc2N1 (stereo unspecified),-7.2,2.1%&-6.1%,-13.5%,-5.7%,?,-18.2%&11.3%,8.6%,-18.6%,1.4%&-6.1%
CCOC(=O)c1ccc2c(c1)N(Cc1cccc(OC)c1)C(=O)c1ccccc1S2(=O)=O,.,-15.8%,.,.,i,0.0%,.,.,13.3%
O=C(OCc1c(Cl)cccc1Cl)c1cccnc1,25.6,5.8%,14.9%,7.4%,i,-2.1%,-0.2%,8.0%,-13.4%
Cc1ccc(Cn2nnnc2CN2CCC(NC(=O)c3ccccc3F)CC2)cc1,-10.2,18.4%,-0.6%,9.1%,i,-15.2%,3.9%,7.6%,11.2%
COc1ccc(CNC(=O)COC(=O)/C=C/c2cccc(Cl)c2)cc1,-12.9,-1.2%,1.5%,-2.2%,i,1.1%,-1.6%,-1.1%,-20.0%
Cc1cc(C(=O)CSc2ccc(F)cc2)cc(C)c1OC(=S)N(C)C,-21.0,-13.0%,12.3%,-20.5%,i,-23.0%,4.5%,-4.1%,49.4%[activator]
COc1ccc(CCNC(=O)c2ccc(Cl)cc2Cl)cc1,-26.7,4.1%,9.4%,13.4%,i,-7.5%,-2.6%,?,40.3%[activator]
CCC1Oc2ccccc2N(CC(=O)N2CCCC2)C1=O (stereo unspecified),9.6,-0.3%,.,0.4%,i,-4.2%,.,0.0%,.
COc1ccc(CCNC(=O)Nc2ccc3c(c2)c(=O)n(C)n3Cc2ccc(Cl)cc2)cc1OC,-16.3,-5.4%,.,-24.6%,i,-17.1%,.,-24.3%,?
COc1ccc(Cl)cc1S(=O)(=O)N1CCCC(C(=O)NCCc2ccccc2)C1 (stereo unspecified),-7.9,2.7%,?,0.8%,i,?,-1.5%,-5.5%,-5.8%
c1csc(-c2nc(N3CCCCC3)no2)c1,19.0,6.3%,6.0%,12.4%,i,-17.3%,-3.1%,29.7%,76.2%[activator]
S=C(c1cn(CCOc2cccc3ccccc23)c2ccccc12)N1CCCC1,-6.2,18.4µM*,?,-15.6%,i,?,?,-1.2%,-23.9%
CCCN(CCC)CCNC(=O)c1cc2c(C)nc3ccccc3c2o1,?,5.9%,2.9%,?,i,14.1µM*,3.4%,?,-20.1%
CCOc1ccccc1N(CC(=O)Nc1ccc2c(c1)OCO2)S(C)(=O)=O,-21.0,-6.0%,4.6%,10.2%,i,-12.8%,-1.6%,6.1%,9.0%
COc1ccc(NC(=O)Cn2nc(SC)c(S(=O)(=O)c3ccc(C)cc3)c2N)cc1OC,.,4.4%,.,.,?,5.6%,.,.,0.2%
COc1ccc(C(=O)N/N=C(\C)Cn2cnc([N+](=O)[O-])n2)cc1,-0.9,-12.5%,1.7%,-0.3%,?,-4.2%,?,12.6%,13.3%
CC1CC(C)(C)CC2(C1)NC(=O)N(CC(=O)Nc1ccc(N3CCCCC3)cc1)C2=O (stereo unspecified),-10.7,4.6%,13.5%,-4.8%,?,?,15.3%,-12.5%,3.9%
Cc1ccc(N(CC(=O)NCc2ccc(F)cc2)C(=O)CCC(=O)Nc2ccccn2)cc1C,?,0.0%,-1.6%,-9.4%,i,-25.4%,-7.3%,?,-17.0%

# Retrieved by compound from the list above, three records:
SMILES,IL1B secr inh,KB-3-1 cytotox,MCF10A rerep,HT1080 IDH1KD tx,S2 tox,KB-V1 cytotox,SW480 rerep,HT1080NT lethal,ATXN2 expr inh
COc1ccc(C(=O)N/N=C(\C)Cn2cnc([N+](=O)[O-])n2)cc1,-0.9,-12.5%,1.7%,-0.3%,?,-4.2%,?,12.6%,13.3%
c1csc(-c2nc(N3CCCCC3)no2)c1,19.0,6.3%,6.0%,12.4%,i,-17.3%,-3.1%,29.7%,76.2%[activator]
COc1ccc(CNC(=O)COC(=O)/C=C/c2cccc(Cl)c2)cc1,-12.9,-1.2%,1.5%,-2.2%,i,1.1%,-1.6%,-1.1%,-20.0%

# Remaining list, next part
SMILES,IL1B secr inh,KB-3-1 cytotox,MCF10A rerep,HT1080 IDH1KD tx,S2 tox,KB-V1 cytotox,SW480 rerep,HT1080NT lethal,ATXN2 expr inh
CCC(=O)Nc1nonc1-c1nc2ccccc2n1N(C(=O)CC)C(=O)CC,21.2,-19.0%,?,-4.2%,i,-16.6%,2.3%[9.22 µM],-1.6%,-5.4%
Oc1ccc(CCNc2c3ccccc3nc3ccccc23)cc1O,-99.3*,18.4µM*,?,?,?,-8.4%,?,23.1µM*,?
COc1cc(C(N)=O)ccc1OCc1ccccc1,20.6,3.9%,0.5%,-3.9%,i,?,-18.0%,-0.7%,31.9%
COc1cc(NC(=O)c2cccnc2Sc2ccc(Cl)cc2)cc(OC)c1OC,1.3,-20.3%,10.5%,-11.2%,i,5.17µM*,5.1%,-11.6%,-11.8%
Cc1nn(C)c(Oc2ccccc2)c1CCNS(=O)(=O)c1ccccc1,58.1,?,0.4%,?,i,?,-0.3%,-23.6%,-4.2%
O=C1CSC(c2ccccc2[N+](=O)[O-])N1CCc1ccccc1 (stereo unspecified),14.1,-10.8%,19.3%,0.5%,i,1.4%,-13.1%,1.9%,4.0%
NC(=O)c1cccc2c1-c1ccccc1/C2=N/NC(N)=S,-5.5,7.0%,-5.4%,8.2%,?,35.6%,-8.8%,-0.2%,.
CCc1noc(C)c1C(=O)Nc1nc(-c2ccc(F)cc2)c(C)s1,10.0,-18.7%,-4.5%,-2.3%,i,-1.1%,1.5%,-1.8%,-19.0%

# Assay outcomes: PubChem, National Center for Advancing Translational Sciences (NCATS)
